Screening data from PubChem BioAssay.
Pf Dd2 growth = Plasmodium falciparum Dd2 growth inhibition. Potency, µM (series often up to 28.9 µM), for the others: at the highest dose activity, negative = inhibition, most hits filed as inhibitors. hit rate 4.3% among 120,000. P. falciparum Dd2 growth, SYBR Green, 72 h. AID 1347417; active means well fitted inhibition curve with a large enough effect; inconclusive means small, poorly fitted or top-dose-only effect; inactive means no such curve, though single readings can be large or run the other way;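 further: plate controls were DMSO vehicle for no effect and reference drug for full effect; nearly all actives have a fitted effect of over 65% in size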
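Readout: SYBR Green fluorescence, 485 nm excitation, 535 nm emission, after ~16 h lysis at 37C. Before that, Dd2-infected red cells (2.5% hematocrit) grew 72 h with compound, 29 uM top final concentration.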
* = called active by the depositor; i = inactive; ? = inconclusive; [ ] = dose if it differs, or a comment. Potency means the concentration at half of the fitted maximal effect. A portion of the library; the hit share may differ from the screen's.

SMILES	Pf Dd2 growth
CC(C)c1ccc(CC(=O)N2CCCc3ncc(C(=O)NCc4ccncc4)cc32)cc1	?
COc1ccc(CN2CCC3(CC2)C(=NC2CCCCC2)NC(=O)N3c2cccnc2)cc1	6.4%
CC(C)C(=O)N1CCC(CCOc2ccc(F)cc2)C1 (stereo not drawn)	?
CCCCN(CC)C(=O)CSc1nc2c(sc3ccccc32)c(=O)n1CCc1ccccc1	-2.1%
NC(=O)CO[C@@H]1CO[C@H]2[C@@H]1OC[C@@H]2NC(=O)c1ccc(C(F)(F)F)cc1	10.5%[44.1 µM]
O=C1CCN(C(=O)C2CCCCC2)CCCC(c2nc(-c3ccccc3)no2)CCN1 (stereo not drawn)	?
O=C(NCc1ccc(Cl)cc1)[C@@H]1Cc2nc[nH]c2CN1C(=O)NC1CCCCC1	?
O=C(CN1CCOC1=O)N1CCC(Cc2nncn2-c2ccccc2)CC1	-4.3%
CCC1(C2CCN(C(=O)CCc3ccccc3)CC2)NC(=O)N(CCc2scnc2C)C1=O (stereo not drawn)	-15.9%
O=C(N[C@@H]1CNC[C@H]1O)C1CCN(c2nc(-c3ccccc3)nc3c2CCC3)CC1	-7.9%
COC[C@@H]1CN(C(=O)c2ccc(OC)nc2)C[C@H]1c1nc(C2CC2)no1	13.8%
O=C(NCc1nc(-c2ccc(F)cc2)no1)C1CC(=O)N(Cc2ccccn2)C1 (stereo not drawn)	-0.3%
N#Cc1c(-n2ncnc2-c2cccc(Cl)c2)sc2c1CCCCC2	59.5%[activator]
CCOC(=O)C1(Cc2cccc(OC)c2)CCNCC1	5.01µM*
c1ccc(-c2ccc(CNCC3CCCO3)o2)cc1 (stereo not drawn)	?
COc1ccc(CNC[C@H]2O[C@H](Cc3cc(CN4CCOCC4)on3)CC[C@@H]2O)cc1	7.0%[44.1 µM]
CSc1ccc(NC(=O)Nc2cccc(-c3ccc(N4CCOCC4)nn3)c2)cc1	?
CCC(=O)N1CCc2cc(CNC(=O)c3ccc(F)cc3)ccc21	i
COc1ccc(-c2cn(C)c(=O)n3cc(COc4ccc(C(=O)O)cc4)nc23)c(C)c1	?
CCCCn1cc(S(=O)(=O)c2cc(C)ccc2C)c(=O)c2cc(F)c(N3CCC(C)CC3)cc21	45.6%[activator]
O=C(O)C1CNCCN(CCOCc2ccccc2)C1 (stereo not drawn)	-1.3%
COc1cc(Cl)c(C)cc1NC(=O)c1cc2c(=O)oc3ccccc3c2s1	7.0%
COc1ccc(Cn2c(C3CCN(C(=O)c4ccc5c(c4)OCO5)CC3)n[nH]c2=O)cc1	56.7%
CC(C)N1CC2CCC(C1)N2Cc1ccc(Cl)cc1	-28.2%[44.1 µM]
O=C(NCc1cc(F)ccc1F)C1CCN(C(=O)c2ncn3c2COC(c2ccccc2)C3)CC1 (stereo not drawn)	23.3%
O=C(Cn1ncc2ccccc2c1=O)NCCc1nc(-c2ccccn2)no1	-3.2%
COc1ccccc1Nc1sc(C(=O)c2ccc(C)cc2C)c(N)c1S(=O)(=O)c1ccccc1	-15.3%
CCc1ccccc1NC(=O)c1ccc2c(c1)c(C)c(C)n2Cc1ccccc1	11.2µM*
COCC1CN(C(=O)COc2ccc(Cl)cc2C)CC12CCNCC2 (stereo not drawn)	?
CN(Cc1nc(C2CC2)no1)C(=O)c1cc(Cn2ccc3ccccc32)[nH]n1	-3.1%

Copied from the list:
Pf Dd2 growth with CCCCn1cc(S(=O)(=O)c2cc(C)ccc2C)c(=O)c2cc(F)c(N3CCC(C)CC3)cc21 stands at 45.6%[activator]
Pf Dd2 growth with CCc1ccccc1NC(=O)c1ccc2c(c1)c(C)c(C)n2Cc1ccccc1 stands at 11.2µM*
Pf Dd2 growth with O=C(NCc1cc(F)ccc1F)C1CCN(C(=O)c2ncn3c2COC(c2ccccc2)C3)CC1 (stereo not drawn) stands at 23.3%

(continued)
SMILES	Pf Dd2 growth
COc1cc(=O)n2c(c1C(=O)Nc1ccc(Cl)cc1)CCCC2	7.7%
CC(C)N1C(=O)CO[C@H](c2ccc(NC(=O)c3ccc(C#N)cc3)cc2)[C@H]1CO	-9.4%[44.1 µM]
O=C(c1ccsc1)N1CCC(Nc2cccnc2)C1 (stereo not drawn)	49.0%[5.79 µM]
CC(=O)N1CCCc2cc(S(=O)(=O)N3CCCC(C(=O)Nc4ccc(F)cc4F)C3)ccc21 (stereo not drawn)	?
COc1ccccc1C(=O)Nc1ccc2nc(SCC(=O)N3CCCC3)sc2c1	?
COc1ccc(CN2CCNc3cc(-c4ccnc(C)c4)ncc3C2)cc1O	-4.2%[44.1 µM]
COc1ccccc1C(=O)N1CCCN(CCc2ccccc2)c2ccccc21	11.2µM*
COCCN[C@H]1[C@@H]2OC[C@@H](O2)[C@@H](NCc2ccc(-c3ccccc3)cc2)[C@@H]1O	10µM*
C[C@@H](NC(=O)NC1(c2ccccc2)CCOCC1)c1onc(-c2ccc(F)cc2)c1C(=O)O	?
O=C(Cc1ccc(Cl)cc1)N1CCC(c2n[nH]c(=O)n2-c2ccccc2)CC1	i
NC(=O)CNC(=O)c1cc2c(s1)CCN(C(=O)c1ccc(Cl)cc1)C2	i
CC[C@H]1CN(S(=O)(=O)c2ccc(OC)cc2)CC[C@H]1CC(=O)N1CCC(C(=O)OC)CC1	i
COc1ccccc1CCN1CCCC(CN(C)C(=O)CN2C(=O)CNC2=O)C1 (stereo not drawn)	5.2%
COc1ccc(CCNC(=O)c2nc(-c3ccc(Cl)cc3)n3c2CCCCC3)c(OC)c1	?
CCOc1ccc(NC(=O)N2CCC(CN3CCC(C)CC3)CC2)cc1	4.8%
CCN1CCC(N(Cc2ccc3c(c2)OCO3)C(=O)Nc2cc(F)ccc2F)CC1	-6.0%
Cc1noc(C)c1S(=O)(=O)Nc1ccc(C(=O)Nc2ccc(C(C)C)cc2)cc1	i
CCOc1ccc(C2Cn3nnc(-c4nc(-c5ccncc5)no4)c3CO2)cc1 (stereo not drawn)	-4.9%
COc1ccc(C(=O)NC2CCN(c3cc(-c4ccccc4)[nH]n3)CC2)cc1	i
COCc1nnc2n1CCC(NC(=O)COc1ccc(Cl)cc1)CC2 (stereo not drawn)	8.7%
CCOc1ccc(NC(=O)Cn2c(=O)n(-c3ccc(C)cc3)c(=O)c3cc(OC)c(OC)cc32)cc1	27.7%
Cn1ccnc1CN1CCN(C(=O)c2cn(Cc3ccc(Cl)cc3)nn2)CC1	3.7%
CCc1ccc(NC(=O)Cn2c(=O)n(-c3cc(C)cc(C)c3)c(=O)c3oc4ccccc4c32)cc1	38.2%[activator]
CCC1=C(C(=O)OC)C(c2cccc(C)c2)N2C(CC(=O)NCC3CC3)=CSC2=N1 (stereo not drawn)	?
CC(=O)c1ccc(N2CCN(C(=O)CCS(=O)(=O)c3ccc4c(c3)oc(=O)n4C)CC2)cc1	i
C=CCOc1cccc(-c2nc(C(=O)Nc3ccc(F)cc3)cs2)c1	i
COc1ccc2cc1Nc1ccc(cc1)C[C@H](NC(=O)Cc1cccc(Cl)c1)C(=O)N(C)[C@H](C(=O)NCCC(C)C)C2	?
Cc1cccc(-c2nc3c4c(-c5ccccc5)c(-c5ccccc5)oc4ncn3n2)c1	?
Cc1ccccc1CNC(=O)C1CCC(=O)N(CCCc2ccccc2)C1 (stereo not drawn)	-18.2%
Cc1cc2c(c(=O)n(-c3ccccc3)c(=O)n2CC(=O)Nc2ccccc2F)n1C	-6.0%
c1cc(-c2n[nH]c(CNC3CCC4(CCNCC4)CC3)n2)ccn1	-3.1%
CN(C)c1ccc(C(=O)N2CCC3(CC2)NC(=O)N(Cc2ccccc2)C3=O)cc1	i
COc1cccc(N2CCN(c3ncnc4c3c(-c3ccccc3)cn4-c3cccc(C(F)(F)F)c3)CC2)c1	?
Nc1c(C(=O)Nc2cccc(F)c2)c2ccccn2c1C(=O)c1ccccc1	-16.9%
CCCS(=O)(=O)NCCc1csc2nc(-c3ccc(C)cc3)nn12	-24.6%
Cc1cc(-c2ccc(S(=O)(=O)Nc3cccc(C)c3C)s2)on1	0.3%
O=C(OCc1cc(=O)n2nc(-c3cccs3)sc2n1)c1ccccc1Cl	14.3%
COc1ccc(-c2noc(N3CCc4ccccc43)n2)cc1	0.7%
CSc1cccc(NC(=O)Cn2nnc(C(=O)NCCc3ccccc3)c2N)c1	i
O=C(CSc1nc2ccsc2c(=O)n1Cc1ccccc1Cl)NCc1ccc(F)cc1	?
COc1ccccc1C(=O)N1CCC(CC(=O)NCc2ccccc2)C1 (stereo not drawn)	24.9%
O=C(COc1ccc(Cl)cc1)Nc1sc2c(c1C(=O)Nc1cccc(Cl)c1)CCCC2	0.8%
COc1ccc(C)cc1NC(=O)Cn1c(-c2ccc(Cl)cc2)nc(C)cc1=O	i
COc1cc(F)ccc1-c1ccnc2nc(-c3cccs3)nn12	?
CC(C)(C)CN1CC2ON=C(C(=O)O)C2C1 (stereo not drawn)	18.1%[44.1 µM]

Two compounds drawn at random from those above:
SMILES	Pf Dd2 growth
COc1ccc(-c2cn(C)c(=O)n3cc(COc4ccc(C(=O)O)cc4)nc23)c(C)c1	?
c1ccc(-c2ccc(CNCC3CCCO3)o2)cc1 (stereo not drawn)	?

Part of the list above, as labelled records.
CN(C)c1ccc(C(=O)N2CCC3(CC2)NC(=O)N(Cc2ccccc2)C3=O)cc1
  Pf Dd2 growth: i
COc1cccc(N2CCN(c3ncnc4c3c(-c3ccccc3)cn4-c3cccc(C(F)(F)F)c3)CC2)c1
  Pf Dd2 growth: ?
Nc1c(C(=O)Nc2cccc(F)c2)c2ccccn2c1C(=O)c1ccccc1
  Pf Dd2 growth: -16.9%
CCCS(=O)(=O)NCCc1csc2nc(-c3ccc(C)cc3)nn12
  Pf Dd2 growth: -24.6%

Going on with the list:
SMILES	Pf Dd2 growth
COc1cccc(CC(=O)N2CCC(c3n[nH]c(=O)n3Cc3ccc(F)cc3)CC2)c1	-3.8%
CCc1nnc(SCc2ccc(F)cc2Cl)c2cc3sccc3n12	12.6%
Cc1ccccc1NC(=O)c1ccc2nc(Cc3ccccc3)oc2c1	12.3%
Cc1ccc(C2Cn3nnc(C(=O)N4CCC(C(=O)NCc5ccc(F)cc5F)CC4)c3CO2)cc1 (stereo not drawn)	-2.1%
Cc1ccccc1CN1Cc2nc(-c3cccc(C(N)=O)c3)ccc2OCC1=O	-14.9%[44.1 µM]
CNC(=O)N1C[C@@H](CN(C)C)[C@H](NC(=O)c2cccn2C)C1	i
CC1=C(C(=O)OC(C)(C)C)C(c2ccc(Cl)cc2)N2C(CC(=O)N3CCCC3)=CSC2=N1 (stereo not drawn)	?
COc1cccc(C(=O)NC2CCN(c3cc(-c4cccs4)[nH]n3)CC2)c1	i
FC(F)(F)c1ccc(C2=Nc3ccccc3NC(c3cccs3)=N2)cc1	-22.9%
O=C(Nc1ccc2ncnc(N3CCCC3)c2c1)c1ccc(OC(F)(F)F)cc1	-20.0%
CN(Cc1ccc(-c2ccccc2)cc1)Cc1ccc(N(C)C)cc1	-19.3%
COC(=O)[C@@H]1Cc2ncn(C)c2CN1S(=O)(=O)Cc1ccccc1	6.3%[44.1 µM]
Cc1cc2oc(C(=O)Nc3ccc(S(=O)(=O)Nc4ncccn4)cc3)cc(=O)c2cc1C	14.5%
O=C(c1cccn1-c1nnc(N2CCCCC2)s1)N1CCN(c2ccc(Cl)cc2)CC1	14.8%
COc1ccc(NCc2cc3ccc(OC)cc3n(CC(=O)Nc3ccc(C)c(C)c3)c2=O)cc1	6.4%
CCN(C(=O)Cn1ccn2nc3c(c2c1=O)CCCCC3)c1cccc(C)c1	i
Cc1ccc(S(=O)(=O)N2CCCC(CCC(=O)N3CCOCC3)C2)cc1 (stereo not drawn)	-3.5%
O=C(Cn1cc(C(=O)c2ccco2)c2ccccc21)Nc1ccccc1C(F)(F)F	-26.8%
Cc1ccc(CN[C@@H]2CO[C@H](CNC(=O)C3CC3)[C@H]2O)cc1	2.1%[44.1 µM]
COc1ccccc1C(=O)N1CCCn2nc(C)c(-c3ccccc3C(C)C)c21	?
CCN1C(C(=O)c2ccccc2)=C(NC(=O)c2ccc(Cl)cc2)c2ccccc2S1(=O)=O	12.6µM*
O=C(Cn1nc2c(cc1=O)CCCC2)Nc1cccc2[nH]ccc12	5.5%
COc1cccc(NC(=O)CSc2cc(=O)n(C)c3ccc(Cl)cc23)c1	22.9%
CCSc1ncc(Cl)c(C(=O)Nc2nc3ccc(OC)cc3s2)n1	-5.4%
COc1cccc(CNC(=O)CC2C(=O)NCCN2CC(C)C)c1OC (stereo not drawn)	-23.4%
CCS(=O)(=O)Nc1ccc(C2(C(=O)Nc3cccc(F)c3C)CCCCC2)cc1	11.2µM*
Cc1noc([C@@H]2CN(C3CCSCC3)C[C@H]2CO)n1	?
CN(Cc1ccccc1)C(=O)CCC1CCN(C(=O)CCN2CCCO2)CC1	7.9%
CCCCOC(=O)c1ccc(NC2=NS(=O)(=O)c3ccccc32)cc1	-11.3%
Cn1cccc1CN1CCC2(CC1)CN(Cc1ccccc1)CC2CO (stereo not drawn)	?
Cc1ccc(OCC(=O)Nc2nc(-c3ccc(Br)cc3)ns2)cc1C	8.7%
O=C([C@H]1C[C@H](Oc2ccccc2)CN1C(=O)COc1ccccc1)N1CCOCC1	-10.1%
Cc1ccccc1N1CCN(C(=O)[C@@]23CCCC[C@H]2N(CCC(C)C)C(=O)CC3)CC1	?
COc1ccc(NC(=O)N2C[C@@H]3C[C@H](C2)c2ccc(NC(=O)c4ccccc4)c(=O)n2C3)cc1	i
CN1CCCN(S(=O)(=O)c2ccc(Cl)cc2)c2ccccc21	i
COc1ccc(OCc2nc(C3CN(C(=O)Nc4cccc(F)c4)C3)no2)cc1	-8.5%
COc1ccc(C(=O)N[C@H]2CC[C@]3(C)CCC([C@H](C)C(=O)N4CCCC4)[C@H](O)[C@H]3[C@@H]2C)cc1 (stereo partly drawn)	?
O=C(NCc1ccco1)N1CCc2nc3cc(-c4ccccc4Cl)[nH]n3c(=O)c2C1	i[5.79 µM]
